# Ub-GFP proteasome: ubiquitin-GFP accumulation via proteasome inhibition. Ubiquitin-GFP reporter cells, proteasome inhibition, GFP fluorescence; response scale: untreated = 0%, 10 µM MG-132 = 100%. Potency, µM (titrated, usually from 45.9 µM), inactives show top-dose activation (GFP accumulation), actives largely listed as activators. 67,000 tested, under 10 active. AID 526; active = well fitted activation curve with a large enough effect, not every such curve was filed as active; inconclusive = small, poorly fitted or top-dose-only effect, or another doubt; inactive = no such curve, though single readings can be large or run the other way; note: potency is the fitted concentration of half-maximal effect
#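 U2OS cells stably expressing ubiquitin(G76V)-GFP, seeded overnight in 0.5% FBS medium, were exposed to compounds (qHTS, 46 uM to 2.9 nM) for 4 hr at 37 °C. GFP-positive cells were counted by laser cytometry (488 ex/515 em), normalized between basal and 10 uM MG-132.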
# BRCT PPI red: BRCT-phosphoprotein interaction inhibition (red fluorophore). BRCT-phosphopeptide binding, red fluorescence polarization. P38398. Potency, µM (highest dose often 76.9 µM), for the others: at the top dose activity change, negative = inhibition, hits mostly inhibitors. AID 892. 75,000 tested, 0.03% active; note: % is set by controls: 0 for no effect and ±100 for the full control effect
#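 Rhodamine-labelled pBACH1 10-mer (100 nM) bound to BRCT domain (100 nM) at pH 7.3; compounds incubated 12 min room temperature, polarization read. Free peptide defines full inhibition; unlabelled decapeptide titrated as control.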
# USP2a inh: blocks human ubiquitin-specific protease USP2a; AID 927; Potency, µM (series often up to 38.3 µM), inactives show at the top dose activity change, negative = inhibition, hits mostly inhibitors; O75604; USP2a enzymatic assay, qHTS inhibition; 60,000 tested, 0.1% active;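 note: potency is the fitted concentration of half-maximal effect; nearly all actives have a fitted effect of over 60% in size; plate controls were DMSO for no effect and NEM full inhibition control for full effect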
# Target sequence (O75604 whole entry, looked up): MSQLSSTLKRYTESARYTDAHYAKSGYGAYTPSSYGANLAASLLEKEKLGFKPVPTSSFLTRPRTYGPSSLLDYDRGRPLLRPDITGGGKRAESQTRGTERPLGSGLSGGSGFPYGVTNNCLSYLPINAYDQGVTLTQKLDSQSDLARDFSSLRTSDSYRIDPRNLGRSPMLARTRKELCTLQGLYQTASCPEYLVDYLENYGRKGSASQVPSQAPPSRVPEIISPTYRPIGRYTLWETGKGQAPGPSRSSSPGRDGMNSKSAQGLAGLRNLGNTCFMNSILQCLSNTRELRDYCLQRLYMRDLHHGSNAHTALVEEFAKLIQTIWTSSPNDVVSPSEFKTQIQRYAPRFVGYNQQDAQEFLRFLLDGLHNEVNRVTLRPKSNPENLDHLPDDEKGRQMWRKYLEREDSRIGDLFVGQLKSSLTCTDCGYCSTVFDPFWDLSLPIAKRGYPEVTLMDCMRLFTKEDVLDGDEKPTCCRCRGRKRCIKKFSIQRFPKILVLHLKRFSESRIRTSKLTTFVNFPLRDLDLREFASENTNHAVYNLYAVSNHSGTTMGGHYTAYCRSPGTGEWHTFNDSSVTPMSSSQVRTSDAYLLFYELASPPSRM
#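 USP2 core (20nM final) preincubated 30 min RT with compound, then Ub-PLA2 20nM and NBD C6-HPC 20uM final added; buffer 20mM Tris-HCl pH 8.0, 2mM CaCl2. Fluorescence Ex 460/Em 535 read at 0 and 2.5 h; normalized to NEM.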
# BRCT inh green: blocks human BRCA1 BRCT binding to phosphopeptide, green readout. P38398. BRCA1 BRCT-phosphopeptide binding, green fluorescence polarization. Potency, µM (series often up to 76.9 µM), for inactives: top-dose activity change, negative = inhibition, actives largely listed as inhibitors. 75,000 tested, 0.05% active. AID 875;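 note: potency is the fitted concentration of half-maximal effect; plate controls were peptide without protein for full effect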
#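 Compounds were incubated for 12 min at room temperature with a complex of 100 nM fluorescein-tagged pBACH1 decapeptide and 250 nM His-tagged BRCT protein. Buffer was phosphate pH 7.3 with EDTA, DTT and Tween 20. Disruption of binding lowers the polarization signal.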
# 4MU fluor: compounds fluorescent in 4-MU spectral region. compound autofluorescence, 340/450 nm, 4-MU equivalents; active compounds read high. 59,000 tested, 11% active. AID 589. max dye-equivalent concentration, M; in the data active = max dye-equivalent concentration above about 10 nM; inconclusive = mostly about 1.1 nM to 9.6 nM
#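 Compounds in 100 mM Tris, pH 8.0, sat 15 min at room temperature before fluorescence was read at 340 nm excitation/450 nm emission; a per-plate six-point 4-MU standard curve converted signals to dye-equivalent concentration at each compound concentration.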
# A350 autofl: compound fluoresces in the Alexa 350 spectral region | Compound autofluorescence, 340/450 nm, Alexa 350 dye-equivalents; active compounds read high | max dye-equivalent concentration, M | 59,000 tested, 11% active | AID 590; in the data active = max dye-equivalent concentration above about 10 nM; inconclusive = mostly about 1.1 nM to 9.6 nM
# Fluorescein autfl: compound fluoresces in the fluorescein spectral region. Compound autofluorescence, 480/540 nm, fluorescein-equivalent; active compounds read high. max fluorescein-equivalent concentration, M. 59,000 tested, 0.91% active; in the data active = max fluorescein-equivalent concentration above about 10 nM; inconclusive = between about 1.1 nM and that limit
#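 Autofluorescence profiling; 100 mM Tris, pH 8.0; incubation 15 min at RT; ex/em 480/540 nm; result as fluorescein-equivalent concentration.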
# Casp7 inh: allosteric or competitive inhibitors of human caspase-7; P55210; recombinant caspase-7, Ac-DEVD-AFC fluorescence rate; Potency, µM (doses to about 57.5 µM), for the others: at the highest dose activity change, negative = inhibition, hits mostly inhibitors; 75,000 tested, 0.02% active; AID 889; active = well fitted inhibition curve with a large enough effect in the main read-out, with a control signal flat, not every such curve was filed as active; inconclusive = small, poorly fitted or top-dose-only effect, or a change in a side signal; note: potency is the fitted concentration of half-maximal effect; % of control where 0% means no effect
# HEK293 cAMP cs: counter-screen for TSHR agonists: cAMP increase in parental HEK293. parental HEK293 CNG cAMP sensor, membrane potential fluorescence. Potency, µM (series often up to 57.1 µM), inactives show at the highest dose activation, usual class: activators. 73,000 tested, 2.5% active. AID 938; note: potency is the fitted concentration of half-maximal effect; % of control where 0% means no effect; nearly all actives have a fitted effect of over 55% in size
#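 Counterscreen for endogenous-receptor signalling: CNG-channel HEK 293 cells report cAMP rise by membrane depolarization. After 60 min dye equilibration with 100 uM RO 20-1724, compounds incubated 30 min before bottom-read fluorescence at 590 nm.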
# GFP derepression: derepresses silenced GFP locus in mouse C127i cells. 68,000 tested, 0.09% active. mouse C127i GFP locus derepression, cytometry, 30 h. Potency, µM (series often up to 46.1 µM), for inactives: at the top dose GFP derepression (activation); note: % of control where 0% means no effect
#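 Murine C127i mammary cells carrying a silenced, stably integrated CMV-driven GFP reporter were treated with compound for 30 hours at 37 C. After PBS washes, GFP-positive cells were counted by laser-scanning microplate cytometry.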
# Caspase-1 inhib: caspase-1 (human) inhibition, allosteric or competitive; Caspase-1 enzyme, Ac-WEHD-AFC fluorogenic rate; Potency, µM (series often up to 57.5 µM), inactives show at the top dose activity change, negative = inhibition, most hits filed as inhibitors; 75,000 tested, 0.03% active;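 note: potency is the fitted concentration of half-maximal effect; plate controls were vehicle for no effect and no substrate for full effect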
# Target sequence (P29466 120-297 limits assumed): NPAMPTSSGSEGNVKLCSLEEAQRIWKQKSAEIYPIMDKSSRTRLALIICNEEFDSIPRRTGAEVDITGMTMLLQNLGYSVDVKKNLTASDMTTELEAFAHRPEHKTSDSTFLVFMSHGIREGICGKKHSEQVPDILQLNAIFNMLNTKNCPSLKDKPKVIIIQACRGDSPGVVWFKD
# Target sequence (P29466 317-404 limits assumed): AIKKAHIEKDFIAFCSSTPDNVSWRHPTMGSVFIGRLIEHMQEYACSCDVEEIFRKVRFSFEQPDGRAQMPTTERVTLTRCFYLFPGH
# Active calls of the source: *; i = inactive; ? = inconclusive; . = no result given; [ ] = remark or other dose. Unless noted, calls come from the whole dose curve; as a rule, active = well fitted curve in the direction sought with a large enough effect; inconclusive = small, poorly fitted or top-dose-only effect, or another doubt; inactive = no such curve, though single readings can be large; an effect the other way counts as inactive or inconclusive. Only part of the results is shown (hit frequency here may not be typical).
SMILES,Ub-GFP proteasome,BRCT PPI red,USP2a inh,BRCT inh green,4MU fluor,A350 autofl,Fluorescein autfl,Casp7 inh,HEK293 cAMP cs,GFP derepression,Caspase-1 inhib
CCCn1c(CN2CCCCC2CC)nc2c1c(=O)n(C)c(=O)n2C (stereo not drawn),9%,0.9%,.,-1.4%,.,.,.,0%,?,.,-1%
CCNC(=O)CN(c1ccc(CC)cc1)S(C)(=O)=O,-12%,-3.3%,-8%,-0.3%,.,.,.,1%,-1%,0%,0%
Cc1cccc(N2CCN(C(=O)c3ccc(NC(=O)C4CCCO4)cc3)CC2C)c1 (stereo not drawn),-3%,-0.4%,17%,-1.0%,i,i,?,1%,1%,2%,1%
CCOc1nc(OCC)nc(-n2cc(-c3ccccc3)nn2)n1,5%,-0.6%,0%,-0.1%,i,i,i,1%,?,0%,0%
O=C(O)Cn1nc(-c2ccccc2)c2ccccc2c1=O,2%,0.5%,-12%,-2.1%,i,i,i,0%,12%,2%,2%
COc1cc(CN2CCCCC2)cc2cc(C(=O)O)c(=O)oc12,-11%[9.17 µM],-0.9%[15.4 µM],.,0.2%[15.4 µM],i,i,i,0%[11.5 µM],15%[11.4 µM],6%[9.22 µM],4%[11.5 µM]
CCN(CC)C(=O)c1cccc(-c2ccc(OC)cc2)c1,-2%,-1.1%,-16%,0.7%,i,i,?,-3%,19%,0%,0%
COc1ccc(CCNC(=O)C2CCN(S(=O)(=O)c3cccc4nsnc34)CC2)cc1OC,10%,2.1%,16%,-0.3%,?,?,i,-1%,6%,-10%,-2%
CC(=O)Nc1cccc(NC(=O)CSc2nnnn2C)c1,-2%,0.3%,-6%,-1.2%,i,i,i,1%,0%,2%,-1%
Nc1nnc(-c2cn(-c3ccccc3)nc2-c2ccccc2)o1,14%,0.0%,6%,2.1%,1e-08M*,1.2e-08M*,?,-6%,2%,1%,-6%
CC(C)c1cc(C(=O)NCc2cccnc2)no1,-5%,-0.6%,4%,-6.7%,i,i,i,-1%,0%,1%,0%
Cc1nc2oc3c(NCc4ccccn4)ncnc3c2c2c1COC(C)(C)C2,2%,-9.1%,16%,18%,?,?,?,0%,6%,0%,-2%
O=S(=O)(NCc1ccc2c(c1)OCO2)c1cccc(S(=O)(=O)N2CCOCC2)c1,2%,-0.6%,19%,-9.2%,i,i,?,-3%,50%,-1%,0%
COC(=O)C(C(=O)Nc1ccc(OC)cc1)C1CCCCCC1 (stereo not drawn),-6%,2.1%,9%,-1.5%,i,i,?,0%,25%,-2%,1%
CC1=CC(C)C2C(=O)N(CCCN(C)C)C(=O)C2C1 (stereo not drawn),-7%,-0.5%,26%,-0.5%,1.7e-08M*,1.4e-08M*,i,-2%,3%,-2%,-2%
O=C(CSc1nnc(-c2ccncc2)n1C1CCCCC1)Nc1ccccc1,-2%,0.5%,14%,-0.9%,i,i,i,1%,5%,0%,0%
COc1cccc(-c2nnc3sc(-c4ccccn4)nn23)c1,-3%,-6.2%,13%,-2.2%,?,?,i,1%,25%,4%,-2%
CC12CCC(C(=O)Nc3ccc4c(c3)OCCO4)(OC1=O)C2(C)C (stereo not drawn),-16%[9.17 µM],-0.5%,8%[7.66 µM],-1.2%,.,.,.,0%,2%[11.4 µM],1%,0%
C=CCNC(=O)CCCc1ccccc1,1%,0.7%,6%,0.6%,.,.,.,1%,1%[11.4 µM],2%,-2%
CCn1nccc1C(=O)Nc1nccs1,-6%,-2.5%,4%,-0.7%,i,i,i,-17%,2%,-2%,2%
O=C1Nc2ccccc2C12Nc1ccccc1-c1nc3ccccc3n12 (stereo not drawn),-3%,-0.6%,10%,-5.0%,1.4e-08M*,1.5e-08M*,?,-4%,8%,4%,-2%
Cn1c(=O)c2c(nc(CN3CCCCC3)n2Cc2c(F)cccc2Cl)n(C)c1=O,12%,1.7%,.,-7.0%,.,.,.,-1%,?,.,-1%
CCS(=O)(=O)N1CCN(C(=O)c2cccs2)CC1,3%,-0.9%,-2%,1.8%,.,.,.,-1%,1%,6%,-2%
CCOC(=O)CN(C(=O)CSc1nnc(C)n1-c1ccccc1)c1ccccc1,3%,0.7%,-7%,-2.6%,i,i,i,-3%,19%,7%,-1%
O=C(O)c1ccc2c(c1)C(=O)N(C(Cc1ccccc1)C(=O)O)C2=O (stereo not drawn),0%,-0.1%,-5%,-1.8%,.,.,.,-2%,-2%,-2%,-1%
O=C(N1CCN(c2ccccn2)CC1)N1c2ccccc2Sc2ccccc21,12%,-1.5%,3%,-0.9%,i,i,i,-2%,24%,8%,-1%
CCOC(=O)C1C(=O)NC(N2CCN(Cc3ccccc3)CC2)=NC1c1ccco1 (stereo not drawn),-3%,1.2%,6%,-0.1%,i,?,?,0%,3%,0%,-1%
O=C(C1CC1)N1CCc2cc(S(=O)(=O)N(CCO)Cc3ccccc3)ccc21,-12%,0.1%,13%,-4.0%,i,i,i,0%,17%,1%,-1%
CCCCCn1c(=O)[nH]c2cc(C(=O)NCCN3CCOCC3)ccc2c1=O,-7%,-0.3%,0%,-0.1%,2.2e-08M*,2.4e-08M*,i,0%,-6%,0%,0%
CC1(C)CC(N=C=O)CC(C)(CN=C=O)C1 (stereo not drawn),.,1.1%,.,-0.7%,.,.,.,-1%,24%,.,0%
CCOc1cc(C(=O)NCC2CCCO2)cc(OCC)c1OCC (stereo not drawn),-5%,-0.2%,4%,1.1%,i,i,i,0%,3%,-3%,-1%
CCOC(=O)c1ccc(NC(=O)CSc2n[nH]c(-c3ccncc3)n2)cc1,-6%,1.4%,9%,2.3%,i,i,?,-2%,-10%,0%,-3%
Cc1c(C(=O)O)oc2ccc(S(=O)(=O)NCCC3=CCCCC3)cc12,1%,0.7%,8%,-1.0%,?,?,i,-1%,14%,2%,-3%
CCOCCCNC(=O)c1ccccc1Br,-4%,0.0%,0%,0.5%,i,i,i,0%,4%,5%,0%
O=C(CSc1nnc(Cc2cc(=O)[nH]c(=O)[nH]2)n1-c1ccccc1)NCC1CCCO1 (stereo not drawn),-4%,-2.4%,5%,-5.9%,?,?,?,-1%,13%,-2%,-2%
CCOC(=O)c1sc(=N)n(-c2ccc(OC)cc2)c1C,0%,-1.2%,2%,-0.4%,i,?,i,0%,1%,4%,-2%
COc1cccc(Cn2c(=O)cnc3cnc(N4CCOCC4)nc32)c1,-2%,-0.4%,7%,2.7%,?,?,i,-14%,?,0%[9.22 µM],-13%
CC1(C)C(=O)CC[C@@]2(C)C1CC(O)[C@@]1(C)C3=CC(=O)OC(c4ccoc4)[C@]3(C)CCC21 (stereo partly drawn),.,0.7%,9%,-0.5%[3.08 µM],.,.,.,1%,.,.,-1%
O=C(c1ccccc1F)N1CCN(CC2CC3C=CC2C3)CC1 (stereo not drawn),-3%,-2.1%,3%,-2.0%,.,.,.,-1%,1%,6%,-4%
COc1cccc(N2C(=O)N(c3ccccc3Cl)C3CS(=O)(=O)CC32)c1 (stereo not drawn),-5%,0.5%,-7%,-1.1%,i,i,i,-1%,8%,0%,0%
O=C(C1CCCCC1)N(CCN1CCCC1)c1nc2ccccc2s1,-4%,-3.0%,4%,-0.6%,i,i,i,2%,12%,-1%,-2%
Nc1c(S(=O)(=O)c2ccccc2)c2nc3ccccc3nc2n1/N=C/c1cccc(O)c1,-3%,0.5%,?,-0.2%,4.6e-08M*,5.5e-08M*,i,-3%,-11%,0%,-4%
CCOc1cc(C(=S)N2CCOCC2)ccc1O,4%,0.5%,0%,-3.4%,.,.,.,0%,2%,0%,0%
COC(=O)c1ccc(C(c2c(N)n(CC(C)C)c(=O)[nH]c2=O)N2CCN(c3ccccc3)CC2)cc1 (stereo not drawn),-12%,-1.3%,35%[activator],0.9%,i,i,i,-4%,2%,-2%,-6%
CCOc1ccccc1C(=O)NCC(=O)OCC(=O)NCCc1ccc(S(N)(=O)=O)cc1,2%,0.5%,7%,5.8%,i,i,i,0%,-4%,1%,2%
CC(C)OC(=O)C1C(=O)CC(C)(O)C(C(=O)OC(C)C)C1c1cccnc1 (stereo not drawn),6%,-0.1%,-5%,-2.3%,i,i,i,3%,?,-1%,-1%
CCC(C)(C)OC,.,-1.2%,.,1.2%,.,.,.,-1%,-4%,.,2%
CC1(C)CC2CC(C)(CN2C(=O)c2cccs2)C1 (stereo not drawn),0%,-0.1%,9%,0.2%,i,?,i,1%,18%,-2%,-4%

# 3 entries from above, arranged by heavy-atom count, smallest number first:
SMILES,Ub-GFP proteasome,BRCT PPI red,USP2a inh,BRCT inh green,4MU fluor,A350 autofl,Fluorescein autfl,Casp7 inh,HEK293 cAMP cs,GFP derepression,Caspase-1 inhib
CCC(C)(C)OC,.,-1.2%,.,1.2%,.,.,.,-1%,-4%,.,2%
CCOc1cc(C(=S)N2CCOCC2)ccc1O,4%,0.5%,0%,-3.4%,.,.,.,0%,2%,0%,0%
O=C(C1CCCCC1)N(CCN1CCCC1)c1nc2ccccc2s1,-4%,-3.0%,4%,-0.6%,i,i,i,2%,12%,-1%,-2%

# Source: PubChem BioAssay
